Bioassay records (PubChem)
M1 antag: antagonists of rat M1 muscarinic receptor; P08482; CHO-M1 cells, Fluo-4 calcium, ACh EC80 antagonist mode; hits give low values; AID 628; B-score at 10 µM; 64,000 tested, 3.4% active;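 active means calcium fluorescence response, raw or row-and-column corrected B-score, differing from the plate sample mean either way at a set confidence level, mostly lower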
M1 agonist: M1 muscarinic receptor agonism; CHO-M1 cells, Fluo-4 calcium fluorescence, agonist mode; hits give high values; B-score at 10 µM; 64,000 tested, 3% active;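 active means fluorescence rise, raw or as B-score row- and column-corrected plate score, outside the 99.7% band of its plate's samples, either direction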
S1P3 ag: activates the human S1P3 receptor. Q99500. S1P3 NFAT-BLA reporter cells, agonism, FRET ratio; relative to 1 µM S1P, basal subtracted. activation, % at 4.5 µM. 60,000 tested, 0.1% active. AID 373;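 active means activation above the screen-wide mean plus 3 SD, cut at about 4.5% in these data, passing the limit was not always enough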; further: some compounds called inactive have numbers as strong as hits
Target sequence (Q99500 whole entry, looked up): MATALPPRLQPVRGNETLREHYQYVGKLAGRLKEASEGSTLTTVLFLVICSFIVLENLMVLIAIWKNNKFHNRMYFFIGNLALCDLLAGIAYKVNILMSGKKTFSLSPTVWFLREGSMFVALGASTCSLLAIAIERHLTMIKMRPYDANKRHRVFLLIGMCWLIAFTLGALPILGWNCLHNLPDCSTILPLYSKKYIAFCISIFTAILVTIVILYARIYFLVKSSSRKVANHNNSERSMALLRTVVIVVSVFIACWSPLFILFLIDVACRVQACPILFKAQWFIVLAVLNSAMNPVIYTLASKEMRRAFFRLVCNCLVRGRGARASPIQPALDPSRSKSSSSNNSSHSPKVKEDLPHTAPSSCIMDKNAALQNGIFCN
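Assay system: CHO cells stably expressing human S1P3, Gα16 and NFAT-β-lactamase reporter. Timing: overnight plating, 4 h compound 37 °C, 2 h substrate RT. Signal: β-lactamase FRET emission ratio 460/535 nm. Measure: percent activation versus median 1 µM S1P response, basal-subtracted, per plate. Repeats: primary screen single test, confirmation screen in triplicate.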
Jurkat tox 60K: cytotoxicity toward Jurkat cells | 56,000 tested, 1.2% active | AID 463 | Jurkat E6.1 viability, ATP luminescence, 48 h | inhibition, % at 4 µM;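 active means inhibition above the mean inhibition of all tested compounds plus 3 SD, cut at about 28% in these data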
TNAP act mid DEA: activates human TNAP at intermediate phosphate acceptor concentration; purified TNAP, CDP-star luminescence, 100 mM DEA, 30 min; hits give high values; scale: 0 levamisole-inhibited, 1 vehicle-only enzyme; activation factor at 20 µM; 64,000 tested, under 10 active;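 active means activation factor of at least 2 at 20 µM, relative to controls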
E coli RNAP: blocks E. coli RNA polymerase transcription | fluorescence transcription assay | inhibition, %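 (tested at 10 µM)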 | 62,000 tested, 0.2% active; in the data active means inhibition above about 20%;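 further: 0% = enzyme without compound and 100% = no enzyme blank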
S1P1 ag-PAM: agonists and agonism potentiators of human S1P1 receptor; S1P1 CRE-bla cells, forskolin, beta-lactamase FRET, potentiator mode; S1P1 agonist co-added at EC20, 2 nM; 100% = saturating reference agonist, 0% = basal; activation, % at 9.5 µM; 56,000 tested, 0.57% active; P21453; AID 449;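 active means activation above a cutoff set at the mean activation of all tested compounds plus 3 SD, cut at about 54% in these data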;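 further: forskolin at 4 µM as EC80 and the EC20 agonist is SEW2871; 100% = SEW2871 at its EC100 plus forskolin at EC80; some compounds past the cut are filed as inactive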
Target sequence (P21453 whole entry, looked up): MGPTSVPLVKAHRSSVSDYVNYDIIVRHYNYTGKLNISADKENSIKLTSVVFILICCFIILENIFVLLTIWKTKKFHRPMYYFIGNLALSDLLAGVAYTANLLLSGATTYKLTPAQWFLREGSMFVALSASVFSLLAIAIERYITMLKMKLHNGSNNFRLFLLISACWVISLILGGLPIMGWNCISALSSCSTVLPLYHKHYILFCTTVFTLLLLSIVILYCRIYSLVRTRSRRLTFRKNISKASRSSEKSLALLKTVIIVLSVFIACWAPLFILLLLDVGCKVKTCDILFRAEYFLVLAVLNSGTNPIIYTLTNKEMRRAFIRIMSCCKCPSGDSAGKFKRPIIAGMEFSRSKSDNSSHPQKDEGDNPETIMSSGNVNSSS
HEK293 NFkB inh: inhibitors of the PMA/ionomycin-induced NF-kB reporter in HEK293 cells | inhibition, % at 3 µM | 62,000 tested, 0.21% active | HEK-293 NF-kB luciferase reporter, luminescence | AID 465;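 active means inhibition above the mean of all tested compounds plus 3 SD, cut at about 40% in these data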;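 further: 0% = stimulated DMSO wells and 100% = 10 µM reference inhibitor 5653914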
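Material: HEK-293 cells with stable firefly luciferase reporter driven by four HIV NF-kB elements / Also added: PMA plus ionomycin mix as NF-kB-activating stimulus / Compound dosing: 3 µM once, 0.30% DMSO / Times: 1 h pretreatment, 16 h stimulation, 37 °C / Signal: luminescence / Evaluation: per-plate % inhibition versus controls / Benchmarks: DMSO and 10 µM reference inhibitor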
D1 allo mod: D1 dopamine receptor (human) allosteric modulation. 58,000 tested, 5.9% active. HEK293 D1, CRE-luciferase, dopamine EC30 potentiation; actives deviate in either direction. AID 641. P21728. B-score at 10 µM;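 active means luminescence count or its row- and column-corrected plate score outside the 99.7% band of the plate's sample wells, on either side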
* hit, by the source's call; . = no result given.

Results follow in this order: M1 antag	M1 agonist	S1P3 ag	Jurkat tox 60K	TNAP act mid DEA	E coli RNAP	S1P1 ag-PAM	HEK293 NFkB inh	D1 allo mod
Cc1nnc2c(NC(C)C)nc3ccccc3n12
    0.0062	-0.025	1.7	.	0.9	10	-34	.	16*
C=CCn1c(=N)c(C(=O)OCC)cc2c(=O)n3cccc(C)c3nc21
    0.07	-0.3	-1.0	.	0.9	-25	-17	.	.
CCOc1cccc(-c2nc3cc(C)ccc3o2)c1
    0.13	-0.008	-1.5	8	1	.	-7	-13	-1.8
COc1ccc(N2C3=[N+](CCCC3)CC2(C)O)cc1 (configuration not stated)
    1	-0.27	.	.	1	8	.	14	.
O=C(O)c1sccc1S(=O)(=O)c1ccccc1
    -0.27	-0.18	-0.5	-6	1	7	-5	17	-0.36
Cc1nc2c(-c3ccc(F)cc3)c(C)nn2c(C)c1CCC(=O)NC(C)CCc1ccco1 (configuration not stated)
    0.71	0.64	-1.3	1	0.9	11	9	12	-3.3*
COc1ccc(CN2CCCCC2C(=O)Nc2ccc(OC)c(OC)c2)cc1OC (configuration not stated)
    0.76	0.021	-0.1	3	1	8	-25	7	7.2*
C=CCn1c(Cc2nc3ccccc3[nH]2)n[nH]c1=S
    1.4	0.37	-0.1	-4	1.1	9	.	-2	0.63
CCOC(=O)Nc1c(C(=O)OC)[nH]c2cc(OC)ccc12
    -0.053	-0.26	-1.0	43*	0.9	3	0	20	.
C=CCN(CC=C)C(=O)Cc1ccc(F)cc1
    0.74	2	-0.2	4	0.9	.	-3	11	-0.084
CCOc1ccc(-c2cn(CCC#N)cn2)cc1
    2.1*	1.1	-0.5	-2	0.9	8	4	11	0.062
CCOc1ccccc1NC(=O)C1CCN(c2ccc(S(=O)(=O)N3CCCC3)cc2)CC1
    -1.5	-0.04	-0.7	1	0.9	2	24	25	-1.1
Cc1sc(NC(=O)c2ccco2)c(C(c2cccnc2)N2CCN(c3ccc(F)cc3)CC2)c1C (configuration not stated)
    -0.00033	-0.31	-0.1	35*	1	1	-27	12	-3*
O=c1c2[nH]c3ccc(F)cc3c2ncn1CCN1CCOCC1
    0.48	-0.016	0.1	1	0.9	.	-22	1	1.2
O=C(Nc1cnc2ccccc2c1)N1CCCCC1
    0.75	0.92	0.1	-5	0.9	5	-16	-28	-2.1
CCOC(=O)c1cc(-c2ccccc2)sc1N
    0.0059	0.47	-0.7	-4	0.9	2	.	2	12*
C=CCNc1nnc(SC2CC(=O)N(c3ccc(OC)cc3)C2=O)s1 (configuration not stated)
    0.27	0.019	-3.0	.	0.8	11	-23	.	.
Cc1cc(C)c(NC(=O)CCCOC(=O)C2=COCCO2)c(C)c1
    0.32	-0.76	-1.2	3	0.9	9	11	9	-0.041
Clc1ccc(-n2ncc3c(N4CCCC4)ncnc32)cc1
    -1.1	-0.11	-3.7	.	1	-9	0	.	.
COc1cc(-c2cc3nc(C)c(C)c(=O)n3[nH]2)cc(OC)c1OC
    0.4	-0.59	-1.8	-1	1	0	-22	-1	-1.3

Five entries from above, sorted by their value in M1 agonist, largest number first:
structure,M1 antag,M1 agonist,S1P3 ag,TNAP act mid DEA,E coli RNAP,S1P1 ag-PAM,HEK293 NFkB inh,D1 allo mod
C=CCNc1nnc(SC2CC(=O)N(c3ccc(OC)cc3)C2=O)s1 (configuration not stated),0.27,0.019,-3.0,0.8,11,-23,.,.
Cc1nnc2c(NC(C)C)nc3ccccc3n12,0.0062,-0.025,1.7,0.9,10,-34,.,16*
Clc1ccc(-n2ncc3c(N4CCCC4)ncnc32)cc1,-1.1,-0.11,-3.7,1,-9,0,.,.
COc1ccc(N2C3=[N+](CCCC3)CC2(C)O)cc1 (configuration not stated),1,-0.27,.,1,8,.,14,.
Cc1cc(C)c(NC(=O)CCCOC(=O)C2=COCCO2)c(C)c1,0.32,-0.76,-1.2,0.9,9,11,9,-0.041

Other results follow:
Results follow in this order: M1 antag	M1 agonist	S1P3 ag	Jurkat tox 60K	TNAP act mid DEA	E coli RNAP	S1P1 ag-PAM	HEK293 NFkB inh	D1 allo mod
Cc1cc(C)n(-c2nnc(C)c(=O)[nH]2)n1
    0.64	0.052	-0.1	3	0.9	10	-10	22	0.031
O=C(CCCOc1ccccc1)Nc1nncs1
    0.0078	0.88	0.4	-5	0.9	6	6	-9	-0.0042
COc1ccc(-c2nc(CS(=O)CC(=O)NCC3CCCO3)c(C)o2)cc1 (configuration not stated)
    -0.079	0.32	-0.7	-3	1	8	0	-2	-0.076
Cc1ccc(CN2C(=O)CCC2C(=O)NCc2ccc3c(c2)OCO3)cc1 (configuration not stated)
    0.061	-0.049	0.6	2	0.9	0	0	15	-0.35
COc1ccccc1C(=O)NCCn1cc(SCC(=O)Nc2cc(C)on2)c2ccccc21
    -0.11	0.7	0.4	-9	.	.	3	0	-0.36
NC(=O)CCN(Cc1ccccc1)S(=O)(=O)c1ccccc1
    0.14	0.076	-0.5	-5	0.9	14	-6	8	-0.024
COc1ccc(N(C(=O)c2cccnc2)S(=O)(=O)c2ccc3c(c2)n(C)c(=O)n3C)cc1
    -0.42	3.9*	-1.2	4	1	-9	.	11	-0.77
COc1ccc(NC(=O)C2CSC3c4ccccc4C(=O)N23)cc1 (configuration not stated)
    -1.1	0.023	-7.2	.	0.9	6	4	.	.
COc1ccc(-c2nnc(SC3CCOC3=O)n2C2CCCCC2)cc1OC (configuration not stated)
    0.57	0.21	-0.7	11	1	4	20	7	0.049
CCn1c(SCC(=O)OCc2ccccc2)nc2c1c(=O)n(C)c(=O)n2C
    -0.6	-0.15	0.2	0	1	0	-19	11	3.9*
Cc1nonc1NC(=O)CSc1nnc(-c2ccoc2C)n1C
    0.2	-0.48	-0.3	2	0.9	6	0	-7	-0.76
CCCN1CCN(C(=O)CN2C(=O)CC(C)(C)S(=O)(=O)c3ccccc32)CC1
    0.52	-0.023	-1.4	2	1	3	-14	13	-0.43
CCn1cc(Br)c(C(=O)N(C)Cc2ccccc2)n1
    -0.0051	0.19	-1.0	-5	0.9	10	-9	18	0.19
CCCOc1ccc(N2C(=O)CC(N3CCC(c4nncn4CC)CC3)C2=O)cc1 (configuration not stated)
    0.031	-0.44	-0.8	-4	0.9	11	-32	13	0.0097
O=C(Nc1ccc(Cc2ccc(NC(=O)N3CCOCC3)cc2)cc1)N1CCOCC1
    0.11	0.00087	-0.4	-2	0.9	6	-3	8	0.6
O=C(CCc1nc(-c2ccccc2F)no1)NCCc1ccccc1Cl
    -0.35	-0.22	-0.8	-2	0.9	1	-5	-3	-1.3
O=C(CCCN1C(=O)c2ccccc2C1=O)NCCC1=CCCCC1
    -0.14	-0.58	0.5	-6	1	1	.	11	-0.075
C/C=C/c1ccc(OCCn2cncn2)c(OC)c1
    -0.13	0.027	-0.1	8	0.9	3	-10	20	-1.2
CCc1cc2c(N3CCN(c4nnc(CC)s4)CC3)ncnc2s1
    0.036	-0.13	-0.7	27	0.9	11	48	7	-2.6
Clc1ccc(-c2nnc(SCc3ccon3)o2)c(Cl)c1
    0.39	-0.08	-0.6	-5	.	.	3	-35	-4.7*

Reprinted from the part before: 2 entries, followed by the next part.
Results follow in this order: M1 antag	M1 agonist	S1P3 ag	Jurkat tox 60K	TNAP act mid DEA	E coli RNAP	S1P1 ag-PAM	HEK293 NFkB inh	D1 allo mod
CCc1cc2c(N3CCN(c4nnc(CC)s4)CC3)ncnc2s1
    0.036	-0.13	-0.7	27	0.9	11	48	7	-2.6
Clc1ccc(-c2nnc(SCc3ccon3)o2)c(Cl)c1
    0.39	-0.08	-0.6	-5	.	.	3	-35	-4.7*
Cc1nc2ccc(S(=O)(=O)NCC(=O)N3CCN(c4ccccn4)CC3)cc2s1
    -0.38	-0.84	-0.1	-2	0.9	4	2	13	-0.72
Cn1nnnc1SCC(=O)Nc1ccccc1N1CCOCC1
    0.55	1.6	-0.7	7	1	7	-2	21	0.2
COc1ccccc1CNC(=O)c1ccc(CNc2c(N3CCCC3)c(=O)c2=O)cc1
    -1.2	-1.1	0.3	7	0.9	10	-21	10	-0.69
CC(=O)Nc1ccc(-c2nnc(SCC(=O)n3c4c(c5ccccc53)CCCC4)n2C)cc1
    -0.21	-0.027	-1.0	12	0.9	1	-6	14	-0.059
CC(C)(C)c1cc(C(=O)N2CCc3ccccc32)ccn1
    -1.1	0.071	-0.5	18	0.9	5	17	15	1.8
O=C(Nc1ccc(Cl)cn1)c1cc(S(=O)(=O)N2CCCCC2)ccc1Cl
    -0.011	-2.3	-0.5	5	1	3	.	1	-0.25
O=C(c1cccc2c1C(=O)N(Cc1cccnc1)C2)N1CCN(c2ccccc2)CC1
    0.11	-0.044	0.7	1	0.9	7	8	21	0.36
CCNS(=O)(=O)c1cc(Br)ccc1OC
    0.091	0.11	-0.2	-6	0.9	5	-5	15	.
CCOc1cc(CNc2ncc(-c3ccc(OC)cc3)n2C)ccc1O
    -1.4	-0.2	-0.3	3	1	9	15	18	-2.6
CCN(CC(=O)NC(=O)NCc1ccco1)Cc1nc2ccccc2c(=O)[nH]1
    0.067	0.013	0.2	4	1.4	-5	-6	12	0.3
CN(C)c1cccc(C(=O)n2cc(C(=O)c3cc(F)ccc3O)cn2)c1
    0.0093	-0.9	-1.1	-6	1	3	41	-3	0.0087
CCOC(=O)c1c(C)[nH]c(C(=O)OCC(=O)N2c3ccccc3CC2C)c1C (configuration not stated)
    -0.44	0.4	0.4	-7	0.9	3	-3	0	1.5
Cc1ccc2c(c1)NC(=O)C(CC(=O)NCCCN1CCN(c3cc(Cl)ccc3C)CC1)O2 (configuration not stated)
    -2.1*	-0.8	-0.2	8	0.9	-13	12	9	-2.6*
